TDP43 rescue: qHTS of TDP-43 Inhibitors | 1.8% of 410,000 active | TDP-43 expressing yeast growth rescue, BacTiter-Glo, 24 h | Potency, µM (series often up to 46.1 µM), without a hit: at the highest dose growth rescue (activation), actives largely listed as activators; further: % of control where 0% means no effect; nearly all actives have a fitted effect of over 50% in size
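Yeast expressing TDP-43 (pregrown in raffinose, seeded at OD600=0.02 in galactose medium) exposed to compounds 24 hr at 30 deg C. Growth read by BacTiter-Glo luminescence; rescue of toxicity appears as increased signal.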
EPAC1 ag: qHTS for Agonist of cAMP-regulated guanine nucleotide exchange factor 3 (EPAC1): primary screen | Potency, µM (doses to about 154 µM), inactives show top-dose activation, most hits filed as activators | 0.073% of 360,000 active | EPAC1 agonist qHTS, biochemical assay; response scale: 100% = response to 6.5 mM cAMP; further: nearly all actives have a fitted effect of over 60% in size
Target sequence (O95398 whole entry, looked up): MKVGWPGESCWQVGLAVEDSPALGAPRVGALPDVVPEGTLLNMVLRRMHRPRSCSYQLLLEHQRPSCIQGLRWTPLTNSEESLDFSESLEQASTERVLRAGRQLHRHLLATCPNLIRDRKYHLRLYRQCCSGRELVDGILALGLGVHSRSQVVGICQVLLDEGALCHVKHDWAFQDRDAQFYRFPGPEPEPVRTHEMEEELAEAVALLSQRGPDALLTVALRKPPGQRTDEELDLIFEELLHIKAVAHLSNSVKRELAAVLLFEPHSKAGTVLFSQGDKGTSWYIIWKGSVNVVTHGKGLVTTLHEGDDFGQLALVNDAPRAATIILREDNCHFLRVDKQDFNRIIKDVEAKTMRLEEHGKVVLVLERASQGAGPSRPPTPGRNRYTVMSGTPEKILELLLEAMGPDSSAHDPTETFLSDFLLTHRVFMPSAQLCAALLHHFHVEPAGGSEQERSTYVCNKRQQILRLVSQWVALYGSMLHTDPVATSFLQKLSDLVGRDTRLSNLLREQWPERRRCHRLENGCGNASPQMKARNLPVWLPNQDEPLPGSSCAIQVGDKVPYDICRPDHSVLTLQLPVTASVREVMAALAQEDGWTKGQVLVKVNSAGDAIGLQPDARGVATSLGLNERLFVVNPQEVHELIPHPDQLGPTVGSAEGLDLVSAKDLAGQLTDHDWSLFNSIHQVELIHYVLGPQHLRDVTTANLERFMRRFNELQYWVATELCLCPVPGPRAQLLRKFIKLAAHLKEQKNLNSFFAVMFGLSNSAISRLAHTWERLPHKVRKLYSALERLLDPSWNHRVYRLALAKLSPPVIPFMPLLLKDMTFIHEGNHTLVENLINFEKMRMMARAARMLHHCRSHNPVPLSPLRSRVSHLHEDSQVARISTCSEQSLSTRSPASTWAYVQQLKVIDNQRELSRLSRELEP
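Nucleotide exchange assay: 100 nM EPAC1 with 250 nM Rap1B loaded with BODIPY-GDP and 50 uM GDP, room temperature. Fluorescence (480/540 nm) read every 5 min for 30 min; signal change normalized to 6.5 mM cAMP as full agonist.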
EPAC1 antag: qHTS for Antagonist of cAMP-regulated guanine nucleotide exchange factor 3 (EPAC1): primary screen; EPAC1 GEF assay, Rap1b-BODIPY-GDP exchange fluorescence; Potency, µM (highest dose often 115 µM), for the others: at the top dose activity change, negative = inhibition, hits mostly inhibitors; 0.14% of 360,000 active;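 further: plate controls were vehicle for no effect and positive control for full effect; nearly all actives have a fitted effect of over 50% in size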
EPAC2 antag: qHTS for Antagonist of cAMP-regulated guanine nucleotide exchange factor 2 (EPAC2): primary screen; Rap guanine nucleotide exchange factor 4 (Homo sapiens), Q8WZA2; EPAC2 GEF exchange of Rap1B-BODIPY-GDP, fluorescence; Potency, µM (doses to about 114 µM), without a hit: at the highest dose activity, negative = inhibition, hits mostly inhibitors; 0.18% of 360,000 active; AID 720708, 2013; further: on the % scale 0 is the no-effect control and ±100 the full control effect; nearly all actives have a fitted effect of over 45% in size; many of its hits are not listed in these tables
FUS suppressor: qHTS for Suppressors of FUS Proteinopathy: Primary screen using FUS-linked yeast assay. Potency, µM (titrated, usually from 76.6 µM), for the others: top-dose growth rescue (activation), most hits filed as activators. S. cerevisiae FUS-expressing, growth rescue, OD600, 24 h. 0.24% of 390,000 active;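 further: plate controls were DMSO vehicle for no effect and reference control for full effect; nearly all actives have a fitted effect of over 55% in size; some results filed as inactive show a strong effect at the top dose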
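Toxicity suppression screen in FUS-yeast. Cells induced with 2% galactose, starting OD 0.005, treated 24hr at 30C with compounds at multiple final concentrations; growth by OD600.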
aSyn yeast inh: qHTS of alpha-syn Inhibitors. Yeast expressing alpha-synuclein, growth rescue, BacTiter-Glo, 24 h. Potency, µM (doses to about 46.1 µM), inactives show at the highest dose growth rescue (activation), hits mostly activators. 0.14% of 370,000 active; further: % of control where 0% means no effect; nearly all actives have a fitted effect of over 65% in size
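Galactose-induced alpha-syn yeast (OD600=0.02, raffinose-pregrown) + pinned cpd, 24 hr, 30 deg C; growth by BacTiter-Glo luminescence. Growth restoration scores as activation.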
PTHR1 agonist: qHTS for PTHR1 Agonists: Primary Screen; HEK293 GP2 PTHR1 cells, GloSensor cAMP luminescence, 1 h; 0.075% of 410,000 active; Parathyroid hormone/parathyroid hormone-related peptide receptor (Homo sapiens), Q03431; Potency, µM (titrated, usually from 115 µM), for the others: at the top dose activation, most hits filed as activators; further: nearly all actives have a fitted effect of over 55% in size; some results filed as inactive show a strong effect at the top dose; inactives centre near -15; many of its hits are not listed in these tables
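HEK-293-derived GP2 cells expressing PTHR1 and a GloSensor cAMP reporter, 3,000/well, plated overnight, given luciferin plus IBMX (each 0.5 mM as added) for 1 h at 37 °C, then compound for 1 h at 37 °C. Luminescence was read after 15 min at room temperature.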
EPAC2 agonist: qHTS for Agonist of cAMP-regulated guanine nucleotide exchange factor 4 (EPAC2): primary screen | EPAC2 activation, biochemical qHTS; response scale: 100% = 6.5 mM cAMP response | AID 720711, 2013 | Rap guanine nucleotide exchange factor 4 (Homo sapiens), Q8WZA2 | 0.079% of 360,000 active | Potency, µM (doses to about 154 µM), without a hit: at the top dose activation, usual class: activators; further: nearly all actives have a fitted effect of over 50% in size
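EPAC2 (100 nM) mixed with Rap1B loaded with BODIPY-GDP (250 nM) plus 50 uM unlabeled GDP; compounds pinned in, 5 min RT, then read every 5 min for 30 min (ex 480, em 540 nm). Normalized to cAMP control.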
* marks the source's active call; other numbers are inactive results; i = inactive; ? = inconclusive; / = no result given; [ ] = dose if it differs, or a comment. The call rests on the fitted dose curve; in most records, active means well fitted curve in the direction sought with a large enough effect; inconclusive means small, poorly fitted or top-dose-only effect, or another doubt; inactive means no such curve, though single readings can be large; an effect the other way counts as inactive or inconclusive. Potency means the concentration at half of the fitted maximal effect. A portion of the library; the hit share may differ from the screen's.

Sample of the layout, 10 compounds:
SMILES	TDP43 rescue	EPAC1 ag	EPAC1 antag	EPAC2 antag	FUS suppressor	aSyn yeast inh	PTHR1 agonist	EPAC2 agonist
c1cc(-c2nnc(-c3ccncc3)o2)ccn1	0%	8%	-2%	-2%	10%	-2%	?	6%
Cc1ccc(CSCCNC(=O)CN(c2cc(C)ccc2C)S(C)(=O)=O)cc1	-7%	0%	-4%	-13%	29%	-5%	-1%	11%
Cc1ccc(S(=O)(=O)Nc2ccc3c(c2)nc(CN2CCCC2)n3C)cc1	4%	-1%	8%	4%	29%	-7%	-19%[57.5 µM]	2%
O=C1NC[C@H](CCCCN2C[C@H](Cc3ccccc3)N(CCc3ccccc3)C(=O)C2=O)N(CCC2CCCCC2)C1=O	26%	13%	-1%	-24%	?	-18%	-30%	0%
CSc1ccc(C(=S)N2CCCCCC2)cc1	11µM*	8%	-12%	-2%	-13%	-3%	-50%[inhibitor]	13%
Cn1nc(C(C)(C)C)c(NC(=O)c2cccs2)c1C(C)(C)C	-20%	-5%	1%	0%	-4%	1%	-9%	-7%
N#C/C(=C\c1ccc(N2CCCC2)c([N+](=O)[O-])c1)c1nc2ccccc2[nH]1	5%	-1%	5%	0%	-20%	/	i	7%
O=C(c1ccco1)N1CCN(C(=O)C(Cc2ccccc2)NS(=O)(=O)c2cccs2)CC1 (configuration not stated)	-13%	8%	-3%	-9%	?	-1%	i	8%
COc1ccc(N(CC(=O)NC2CCCC2)C(=O)Cn2nnc(-c3ccc(C)o3)n2)c(OC)c1	2%	4%	5%	-3%	-7%	0%	i	14%
CCOC(=O)c1c(C)c(C(=O)Nc2cc(OC)ccc2OC)c(C)n1CC	13%	20%	-17%	-13%	15%	1%	i	10%

Main list, previewed entries included:
SMILES	TDP43 rescue	EPAC1 ag	EPAC1 antag	EPAC2 antag	FUS suppressor	aSyn yeast inh	PTHR1 agonist	EPAC2 agonist
c1cc(-c2nnc(-c3ccncc3)o2)ccn1	0%	8%	-2%	-2%	10%	-2%	?	6%
Cc1ccc(CSCCNC(=O)CN(c2cc(C)ccc2C)S(C)(=O)=O)cc1	-7%	0%	-4%	-13%	29%	-5%	-1%	11%
Cc1ccc(S(=O)(=O)Nc2ccc3c(c2)nc(CN2CCCC2)n3C)cc1	4%	-1%	8%	4%	29%	-7%	-19%[57.5 µM]	2%
O=C1NC[C@H](CCCCN2C[C@H](Cc3ccccc3)N(CCc3ccccc3)C(=O)C2=O)N(CCC2CCCCC2)C1=O	26%	13%	-1%	-24%	?	-18%	-30%	0%
CSc1ccc(C(=S)N2CCCCCC2)cc1	11µM*	8%	-12%	-2%	-13%	-3%	-50%[inhibitor]	13%
Cn1nc(C(C)(C)C)c(NC(=O)c2cccs2)c1C(C)(C)C	-20%	-5%	1%	0%	-4%	1%	-9%	-7%
N#C/C(=C\c1ccc(N2CCCC2)c([N+](=O)[O-])c1)c1nc2ccccc2[nH]1	5%	-1%	5%	0%	-20%	/	i	7%
O=C(c1ccco1)N1CCN(C(=O)C(Cc2ccccc2)NS(=O)(=O)c2cccs2)CC1 (configuration not stated)	-13%	8%	-3%	-9%	?	-1%	i	8%
COc1ccc(N(CC(=O)NC2CCCC2)C(=O)Cn2nnc(-c3ccc(C)o3)n2)c(OC)c1	2%	4%	5%	-3%	-7%	0%	i	14%
CCOC(=O)c1c(C)c(C(=O)Nc2cc(OC)ccc2OC)c(C)n1CC	13%	20%	-17%	-13%	15%	1%	i	10%
Cc1ccc(C)c(NC(=O)C(Sc2nc3ccc(C)cc3[nH]2)c2ccccc2)c1 (configuration not stated)	-9%[0.397 µM]	-20%	-11%	0%	1%	-2%	-48%[inhibitor]	-12%
CCOc1ncccc1C(=O)N(CC)CC(=O)NCc1ccc(Cl)cc1	15%	4%	0%	3%	-17%	0%	-19%	4%
CCCOP(=O)(c1ccc(N(C)C)cc1)C(O)c1ccncc1 (configuration not stated)	-3%	-4%	5%	13%	-10%	-3%	i	7%
Cc1onc(-c2ccccc2)c1C(=O)OCC(=O)Nc1cccc(Cl)c1	?	6%	10%	1%	21%	0%[1.84 µM]	-46%[inhibitor]	10%
CCc1nc2ccc(C(=O)Nc3cc(-c4ccccc4)ccc3OC)cn2c1N(CC)Cc1cccc(Br)c1	16µM*	-1%	-18%	-5%	?	0%	-19%	5%
COc1ccc(NC(=O)C2C3CCC4C(CCC32)C4(Cl)Cl)cc1 (configuration not stated)	-3%	5%	11%	-1%	/	-9%	i	10%
Cc1ccccc1C(=O)Nc1cc(S(=O)(=O)N2CCOCC2)ccc1N1CCN(C)CC1	9%	4%	-1%	-5%	-11%	-1%	-33%[inhibitor]	7%
Cc1ccc(S(=O)(=O)N(CC(=O)c2ccccc2)C(=O)N2CCN(C)CC2)cc1	1%	11%	2%	5%	16%	-8%	6%	19%
Cc1csc(NC(=O)CSc2nc3ccccc3s2)n1	25µM*	4%	-17%	-12%	10%	12%	i	0%
O=C(COC(=O)c1ccc(Cl)nc1)Nc1ccc2c(c1)OCCO2	13%	12%	-14%	9%	2%	2%	i	5%
COc1ccccc1CNC(=O)CN1CCN(c2ccc(C(C)=O)cc2)CC1	-15%	5%	22%	-7%	28%	-15%	7%	8%
Cn1nc(SCC(=O)O)sc1=S	5%	2%	11%	-4%[57.1 µM]	4%	0%	-9%[57.5 µM]	6%
O=C(Nc1ccc(OC(F)(F)F)cc1)NC1CCC(Oc2ccc(C(=O)O)cc2)CC1 (configuration not stated)	14%	-5%	-4%	0%	-18%	1%	i	-2%
N#Cc1cccc(S(=O)(=O)NCc2nnc3ccccn23)c1	3%	-11%	10%	4%	0%	?	-11%	8%
Cc1cc(-c2nnc(CCC(=O)NC(C)c3ccccc3Cl)o2)no1 (configuration not stated)	-4%	-11%	25%	10%	2%	-1%	i	-7%
Cc1c(NC(=S)N/C(=N/S(=O)(=O)c2ccc(Cl)cc2)c2ccccc2)c(=O)n(-c2ccccc2)n1C	-17%	3%	-2%	2%	-11%	3%	i	-1%
CCCSc1nc2c(c(=O)[nH]c(=O)n2C)n1Cc1ccc(C)cc1	-2%	0%	-6%	-1%	13%	-11%	-32%	4%
CCOc1ccc(OCCC(=O)OCC(=O)Nc2ccc(C)c(S(=O)(=O)N3CCCCC3)c2)cc1	10%	10%	3%	-1%	28%	11%	-22%	-7%
COc1ccc(CNC(=O)CN(Cc2ccc(Cl)cc2)S(=O)(=O)c2ccccc2)cc1	11%	9%	12%	11%	7%	-7%	?	14%
C=CCc1ccccc1OCC(O)CN1CCN(CCN2C(=O)c3cccc4cccc(c34)C2=O)CC1 (configuration not stated)	-14%	8%	-20%	-15%	48%	-4%	-17%	13%

2 successive records already listed, for reference:
SMILES	TDP43 rescue	EPAC1 ag	EPAC1 antag	EPAC2 antag	FUS suppressor	aSyn yeast inh	PTHR1 agonist	EPAC2 agonist
O=C(Nc1ccc(OC(F)(F)F)cc1)NC1CCC(Oc2ccc(C(=O)O)cc2)CC1 (configuration not stated)	14%	-5%	-4%	0%	-18%	1%	i	-2%
N#Cc1cccc(S(=O)(=O)NCc2nnc3ccccn23)c1	3%	-11%	10%	4%	0%	?	-11%	8%

The list goes on:
SMILES	TDP43 rescue	EPAC1 ag	EPAC1 antag	EPAC2 antag	FUS suppressor	aSyn yeast inh	PTHR1 agonist	EPAC2 agonist
O=S(=O)(c1ccc2c(c1)OCCO2)N1CCNCC1	?	-2%	2%	9%	-14%	0%	-6%	-4%
CCOC(=O)CSc1nnc(Cc2ccccc2)n1CC1CCCO1 (configuration not stated)	-8%	8%	12%	-4%	8%	0%	-14%[57.5 µM]	-6%
CN(CC(=O)Nc1ccc(OC(F)(F)F)cc1)C(=O)Cc1c(Cl)cccc1Cl	21%	-5%	-17%	16%	-8%	-3%	-9%	3%
CCOC(=O)C1=CCN(S(=O)(=O)c2ccccc2C)C1c1cccc(Cl)c1 (configuration not stated)	?	3%	-6%	-14%	24%	4%	-38%[inhibitor]	11%
O=C(CN1CCN(Cc2ccccc2)CC1)N/N=C/c1c[nH]c2ccccc12	10%	3%	4%	6%	/	-3%	i	11%
Cc1nnc(SCC(=O)n2c3c(c4ccccc42)CCCC3)s1	14%	9%	5%	6%	-1%	8%	-11%	-3%
Cc1ccccc1C(=O)Nc1nnc(CC(=O)N/N=C/c2ccco2)s1	0%	17%	-26%	1%	64%	-3%	-21%	9%
CCOC(=O)N1CCC(N2C(=O)c3ccc(C(=O)Nc4cccc(OC)c4)cc3C2=O)CC1	-1%	-9%	-2%	-3%	-9%	-4%	-45%[inhibitor]	3%
CCOCCCNC(=O)c1ccc2c(c1)N(CC)C(=O)c1ccccc1S2=O (configuration not stated)	-10%	-12%	-9%	2%	5%	7%	i	-4%
O=C(O)c1ccc(-c2nc3scc(-c4ccccc4)c3c(=O)[nH]2)cc1	-10%	-10%	-18%	-1%	-1%	-2%	18µM*	-5%
COC(=O)c1ccccc1NC(=O)c1ccc(COc2ccccc2)o1	-19%	18%	-19%	-14%	?	10%	0%	9%
CCOc1cc2[nH]c(=O)n(CC3CCC(C(=O)NCCC(C)C)CC3)c(=O)c2cc1OCC (configuration not stated)	-2%	6%	3%	25%	-3%	4%	i	-2%
